P. falciparum M1AAP = malaria alanyl aminopeptidase activity blockers – biochemical, fluorogenic H-Leu-NHMec substrate, 1536-well (AID 1445); recombinant M1AAP, H-Leu-NHMec fluorogenic kinetic assay; higher % means a stronger effect; inhibition, % at 30 µM; hits with a dose series show IC50 in µM; actives 0.42% (n = 220,000);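 active means primary inhibition above the hit cutoff, then over 50% inhibition at one or more dose response concentrations, cut at about 23% in these data, passing the limit was not always enough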;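 further: plate controls were DMSO full reaction for no effect and no enzyme background for full effect; strong numbers were not always called active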
RSV antiviral HEp-2 = RSV antiviral activity via CPE protection, HEp-2 cells, primary 10 µM value included (AID 2391) | HEp-2 cells, RSV-induced CPE inhibition; higher % means a stronger effect | CPE inhibition, % at 10 µM; hits with a dose series show IC50 in µM | actives 0.13% (n = 310,000); in the data active means a potency from the dose series; further: strong numbers were not always called active
PMI inhibitors = MPI enzyme activity inhibition – biochemical, fluorescence intensity, coupled assay, primary screen (AID 1209) | purified PMI enzyme, coupled fluorescence intensity; higher % means a stronger effect | inhibition, % at 20 µM; hits with a dose series show IC50 in µM | actives 0.42% (n = 190,000);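 further: plate controls were DMSO vehicle for no effect and wells lacking substrate for full effect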
West Nile antiviral = West Nile virus antiviral activity, cell-based, CPE readout (AID 1621); one-dose CPE inhibition, % at 10 µM; IC50 in µM for titrated hits; West Nile virus-infected cells, CPE inhibition; higher % means a stronger effect; actives 0.02% (n = 290,000); in the data active means a potency from the dose series; further: strong numbers were not always called active
TNAP activation fold = stimulation of alkaline phosphatase TNAP activity – biochemical, luminescent, no phosphate acceptor, uHTS, primary screen (AID 1001); purified TNAP, luminescent activation assay, no phosphate acceptor; higher activation fold means a stronger effect; activation fold at 20 µM; hits with a dose series show EC50 in µM; actives 0.03% (n = 200,000); in the data active means activation fold from about 3, or a potency from the dose series; inactive means the rest, 99 in 100 with activation fold below about 1.6; further: many of its hits are not listed in these tables
UTI89 phage lysis = protection from phage-mediated lysis, alamar blue read-out – E. coli UTI89, K1F phage, bacterial capsule biogenesis inhibitors (AID 488966); E. coli UTI89 K1F phage lysis, alamar blue, 2 h; higher % means a stronger effect; inhibition, % at 100 µM, or IC50 in µM where a hit was titrated; actives 0.02% (n = 340,000);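 active means phage lysis inhibition, versus mean bacterial control, above a set limit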;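 further: capsule biogenesis inhibitors block K1F phage lysis so surviving cells raise fluorescence; higher fluorescence means more inhibition of phage lysis; actives were called in the ten point dose series up to 300 µM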
T cell HTS = T cell immune modulators affecting CD8 T cell-vesicle binding | 2C CD8+ T cell-vesicle binding, flow cytometry; active compounds read low | calls only at 7 µM | actives 0.068% (n = 330,000) | AID 2052;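 active means response, share of CD8 T cells binding vesicles, and their 90th percentile fluorescence all below set limits, cut at about 80% in these data, passing the limit was not always enough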
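System: murine 2C transgenic CD8+ T lymphocytes; also added: QL9-loaded Drosophila micro-vesicles; times: binding 1.5 h at 37 °C; measured by: flow cytometry, PE anti-B7-1 (FL2) versus Alexa647 anti-CD8 (FL8), PFA-fixed; control set: Peptide-free naked vesicles (low) and QL9 vesicles with 0.7% DMSO vehicle (high)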
P. falciparum M17LAP = P. falciparum M17LAP inhibitors, primary screen, biochemical, fluorogenic H-Leu-NHMec substrate, 1536-well (AID 1619) | recombinant M17LAP, H-Leu-NHMec fluorogenic kinetic assay; higher % means a stronger effect | inhibition, % at 30 µM; hits with a dose series show IC50 in µM | actives 0.38% (n = 220,000);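 active means compound inhibiting the enzyme by more than half at any dose during confirmatory dose-response retesting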;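 further: plate controls were full reaction with DMSO carrier for no effect and no enzyme background for full effect; strong numbers were not always called active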
human PMI inhibitors = human PMI inhibitors, high substrate, primary screen, biochemical, fluorescence intensity, high mannose 6-phosphate (AID 1220) | recombinant PMI enzyme, coupled fluorescence intensity; higher % means a stronger effect | one-dose inhibition, % at 20 µM; IC50 in µM for titrated hits | actives 0.66% (n = 190,000)
T cell HTS vesicle-bound % = second read-out of T cell HTS, no call of its own (marks repeat the call); double positive events, %; measured here: CD8+ vesicle-bound cell fraction;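 binding gate set so that unloaded-vesicle control wells show 10% double positive cells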
Starred values were filed as active, the others as inactive; i = inactive; x = not tested or not shown; [ ] = another dose, or the depositor's remark. Unless noted, no stated cut-off is given here; in the data, active means inhibition above about 50%; inactive means the rest.

SMILES	P. falciparum M1AAP	RSV antiviral HEp-2	PMI inhibitors	West Nile antiviral	TNAP activation fold	UTI89 phage lysis	T cell HTS	T cell HTS vesicle-bound %	P. falciparum M17LAP	human PMI inhibitors
O=C(NCc1ccccn1)c1cc(-c2ccc(Cl)cc2)nc2ccccc12	2%	4.2%	10%	-0.8%	0.9	0.0%	i	8	-2%	-1%
CC1(C(=O)CSc2nc3ccccc3s2)CCC(=O)O1 (stereo not drawn)	-4%	-1.0%	1%	0.5%	1.1	-0.6%	i	38	15%	-4%
CC(=O)c1c(N)nc2n(c1=O)CCCCC2	-1%	1.4%	15%	0.3%	1	-0.1%[50 µM]	i	46	9%	11%
Cc1ccc2c(c1)[C@H]1OCC[C@H]1[C@@H](c1ccncc1)N2	0%	1.6%	16%	-0.1%	1.1	7.6%	i	57	10%	22%
Cn1nc(C(C)(C)C)c([N+](=O)[O-])c1C(=O)N1CCCCCC1	x	0.9%	x	-0.4%	x	0.1%	i	29	x	x
C=CCNC(=O)CN1CCN(Cc2ccc3c(c2)OCO3)CC1	x	1.2%	x	-0.6%	x	0.3%	i	57	x	x
N#CC1=C(S)N(c2ccccc2)C(c2ccc(-c3cccc(Cl)c3)o2)NC1=O (stereo not drawn)	17%	2.7%	-15%	0.5%	1.1	-0.6%	i	39	43%	-12%
O=C(O)c1ccccc1C(=O)NNC(=O)C(c1ccccc1)c1ccccc1	x	1.2%	x	0.6%	x	15%[50 µM]	i	22	x	x
O=C(COC(=O)CNS(=O)(=O)/C=C/c1ccccc1)Nc1cccc2ccccc12	6%	2.6%	13%	0.5%	1	1.8%	i	56	-3%	22%
Cc1nc2ccc([N+](=O)[O-])cc2nc1C	-3%	1.2%	-2%	0.4%	1.1	0.2%	i	59	10%	-2%
Cc1cc(/C=C2/SC(=O)NC2=O)c(C)n1-c1ccc(N2CCOCC2)cc1	16%	17%	3%	2.7%	0.9	1.0%[50 µM]	i	43	7%	2%
O=C(O)/C=C/c1nc(-c2ccccc2)n2ccccc12	14%	0.5%	10%	-1.6%	1.1	-0.2%[50 µM]	i	36	-12%	21%
CCO[C@@H]1OC(C(=O)O)=C[C@H](C)[C@H]1CCCO	9%	0.3%	-6%	0.1%	1.1	0.8%	i	43	2%	-9%
CN=C1S/C(=C\c2cn(CC(=O)OC)c3ccccc23)C(=O)N1C	14%	1.0%	7%	0.9%	1.2	-0.1%	i	48	10%	5%
CC(C)c1ccc(NC2CCCN(C(=O)CCCn3cncn3)C2)cc1 (stereo not drawn)	x	1.1%	x	-1.4%	x	0.4%[50 µM]	i	6	x	x
Cc1ccc(NC(=O)CSc2nccn2Cc2ccco2)cc1	x	1.7%	x	-0.8%	x	0.3%	i	71	x	x
CCOc1c(Br)cc(/C=C2\C(=O)N(CCC#N)N=C2C)cc1OC	13%	0.4%	-8%	-0.6%	1	0.3%	i	20	3%	-2%
O=C(CSc1nc2ccccc2n1CC(=O)N1CCCC1)N1CCN(C(=O)c2ccco2)CC1	9%	-1.1%	-7%	0.2%	1.1	3.5%	i	33	8%	-11%
Cc1ccc(S(=O)(=O)C(C#N)c2nc3ccccc3nc2OC(C)C)cc1 (stereo not drawn)	8%	8.8%	2%	-0.8%	1	5.7%	i	6	-11%	-17%
CCOCCn1c(N2CCCC2)nc2c1c(=O)n(C)c(=O)n2C	x	1.5%	x	-0.8%	x	0.2%	i	55	x	x
O=C1CN(C(=O)c2cc(Br)c(Br)s2)c2ccccc2N1	8%	0.9%	-8%	0.5%	1	0.0%	i	56	0%	62%*
CC(C)CCNC(=O)Cc1ccc(Nc2nc(=S)[nH]c3ccccc23)cc1	3%	2.0%	52%*	-1.2%	1.1	0.1%	i	21	6%	4%
COC(=O)c1ccccc1NC(=O)CSc1nccn1C	4%	3.0%	-2%	0.0%	1	0.6%	i	42	6%	-8%
CN(c1ccccc1)P(=O)(N(C)c1ccccc1)N(C)c1ccccc1	0%	0.7%	-20%	-1.1%	1.1	-0.2%	i	1	-6%	-8%
Cn1c(=O)[nH]c(=O)c2c1nc(SCCN1CCOCC1)n2Cc1ccccc1	2%	0.7%	-4%	0.2%	1.1	2.5%	i	48	6%	7%
Continuation:
SMILES	P. falciparum M1AAP	RSV antiviral HEp-2	PMI inhibitors	West Nile antiviral	TNAP activation fold	UTI89 phage lysis	T cell HTS	T cell HTS vesicle-bound %	P. falciparum M17LAP	human PMI inhibitors
COc1ccccc1C1C2CCCCC2(O)CCN1CC(=O)Nc1ccccc1 (stereo not drawn)	2%	-1.2%	6%	-0.4%	1.1	-0.3%	i	44	7%	6%
Cc1nc2scc(C)n2c(=O)c1S(=O)(=O)Nc1ccc(OC(F)(F)F)cc1	x	4.8%	x	-0.5%	x	-0.2%	i	17	x	x
O=C(CCCOc1ccc(Cl)cc1Cl)Nc1ccccn1	-1%	-0.9%	16%	-0.4%	1.1	0.4%	i	44	-4%	13%
O=C(Nc1nnc(-c2ccco2)o1)c1cccc(Cl)c1	-3%	-0.6%	-3%	0.5%	1.4	-0.2%	i	44	12%	-9%
COc1ccc(-c2nc(CSCC(=O)NCCC3=CCCCC3)c(C)o2)cc1OC	12%	42%	1%	2.0%	1.2	3.5%	i	24	16%	-1%
CCN1CCN(C(=O)c2ccc3c(Cl)c4c(nc3c2)CCCC4)CC1	x	-0.7%	x	-0.1%	x	0.0%	i	49	x	x
c1ccc(-c2cc(N3CCOCC3)nc3ccccc23)cc1	5%	3.2%	22%	-0.8%	1.1	0.8%	i	43	-2%	-1%
Cc1ncoc1C(=O)N1CCCC(C(=O)Nc2cccc(-c3ccc(F)cc3)c2)C1 (stereo not drawn)	x	3.3%	x	-0.6%	x	-0.4%	i	6	x	x
COc1ccc(C(CC(=O)NC(C)(C)C)n2cccc2)cc1 (stereo not drawn)	1%	-0.2%	7%	-0.3%	1.1	-0.4%	i	16	5%	8%
COc1ccc(C(=O)Nc2cccc(C(C)=O)c2)cc1OC	-4%	-0.6%	-2%	0.5%	1.1	-0.2%	i	25	1%	-4%
Cc1ccc2nc(NCCCO)[nH]c2c1	10%	1.0%	x	0.4%	x	-0.2%	i	10	-2%	x
Cc1cccc(CSCCNC(=O)Nc2ccccc2)c1	-3%	4.7%	10%	-1.3%	1.1	-3.9%	i	46	-2%	17%
COCCN(CCOC)S(=O)(=O)c1ccc(C(=O)Nc2nc(-c3ccccc3)c(C(=O)c3ccccc3)s2)cc1	-1%	6.7%	8%	0.5%	1	1.4%[50 µM]	i	4	-6%	7%
COC(=O)C(CC(C)C)NC(=O)C(Cc1ccccc1)NC(=O)C1CCCN1C(=O)OC(C)(C)C (stereo not drawn)	13%	0.8%	3%	-0.4%	1.2	1.4%	i	44	8%	-2%
CSc1nc(-c2ccco2)nn1C(=O)c1ccc(Cl)cc1	9%	x	-4%	x	1.1	x	x	x	6%	-2%
CCn1c(=O)c2cc(C(=O)Nc3cc(C)on3)sc2c2ccccc21	7%	1.8%	-8%	x	1.2	-0.3%	i	39	4%	-8%
Cc1ccc(S(=O)(=O)N(CC(=O)NCCSCc2ccco2)c2ccc(F)cc2)cc1	-6%	-2.2%	10%	-1.1%	1.1	x	i	57	7%	5%
Cc1cc(C)c(S(=O)(=O)N2CCN(CCO)CC2)c(C)c1	3%	0.1%	-1%	-0.6%	1.2	5.8%	i	40	-8%	2%
Cc1[nH]nc2c1/C(=N/O)CC(c1ccccc1)C2 (stereo not drawn)	1%	1.9%	-9%	0.5%	0.9	-0.1%	i	20	11%	-16%
Cc1nc(-c2ccccc2)sc1-c1nc(-c2cccs2)ncc1S(=O)(=O)c1ccccc1	3%	x	4%	-0.1%	1.2	x	x	x	5%	6%
c1ccc(Cn2nnc3c(NCC4CCCO4)nc(C4CC4)nc32)cc1 (stereo not drawn)	-1%	5.1%	4%	-0.8%	1.1	-0.2%	i	24	6%	1%
O=C(c1cc2nc(-c3ccccc3)cc(C(F)(F)F)n2n1)N1CCOCC1	7%	2.5%	11%	0.2%	1.1	1.4%	i	55	12%	12%
O=C(Nc1ccc(Br)cc1)c1cccc(NC(=O)C2C3CC4OC(=O)C2C4C3)c1 (stereo not drawn)	6%	4.0%	10%	-0.8%	1.1	0.1%	i	39	7%	10%
Cc1nnc(SCC(=O)N2c3ccccc3CC2C)[nH]c1=O (stereo not drawn)	3%	1.1%	15%	0.2%	1.1	2.8%	i	33	0%	5%
COC(=O)c1ccc(NC(=O)CN(C2CCCCC2)S(C)(=O)=O)cc1	4%	0.8%	11%	0.0%	1.1	-0.1%	i	54	-5%	4%
C/C=C(\C)C(=O)OC1c2c(ccc3ccc(=O)oc23)OC(C)(C)C1OC(C)=O (stereo not drawn)	3%	3.4%	3%	0.7%	1	0.2%	i	22	4%	1%
CCCn1c(=O)c(C(=O)c2ccccc2)nc2ccccc21	9%	1.3%	-1%	-0.3%	0.9	-0.2%	i	42	-3%	8%
Cc1nnc(NC(=O)CSc2nnc(Cc3cccn3C)n2-c2cccc(C)c2C)s1	8%	3.1%	-23%	x	1.1	x	i	43	22%	-29%
CCCCC(=O)Nc1ccc(Cl)cn1	-4%	0.9%	-3%	0.1%	1.2	0.1%	i	32	-5%	-4%
COc1ccc(-c2cc(=O)[nH]c(=S)[nH]2)cc1	3%	-1.2%	0%	0.3%	1.1	-2.3%	i	54	11%	-2%

Compound activity deposited in PubChem BioAssay by several laboratories.
